Bioassay records: PubChem, The Scripps Research Institute Molecular Screening Center
OX1R antag-1 = human HCRTR1 antagonism | O43613 | CHO/OX1R cells, Fluo-8 calcium fluorescence, orexin A | inhibition, % at 5 µM | 330,000 compounds, 0.43% hits | AID 434989;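 active = inhibition above its plate's threshold, mean inhibition of all tested compounds on the plate plus 3 SD, cut at about 37% in these data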;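 also: 0% = orexin A challenge wells and 100% = SB-334867-A antagonist wells; not every result past the cut was called active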
Target sequence (O43613 whole entry, looked up): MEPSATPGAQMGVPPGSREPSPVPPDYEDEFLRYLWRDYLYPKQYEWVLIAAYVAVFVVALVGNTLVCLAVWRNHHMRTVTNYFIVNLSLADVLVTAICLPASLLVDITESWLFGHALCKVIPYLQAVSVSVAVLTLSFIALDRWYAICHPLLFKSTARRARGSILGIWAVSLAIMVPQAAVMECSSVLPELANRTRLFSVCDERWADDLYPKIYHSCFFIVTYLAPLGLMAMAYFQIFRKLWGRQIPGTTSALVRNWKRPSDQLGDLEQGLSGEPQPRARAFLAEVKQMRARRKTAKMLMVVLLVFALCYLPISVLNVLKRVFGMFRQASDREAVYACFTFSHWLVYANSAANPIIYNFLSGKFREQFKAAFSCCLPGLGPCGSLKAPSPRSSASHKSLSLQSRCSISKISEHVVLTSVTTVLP
OX1R antag-2 = antagonists of human orexin 1 receptor (OX1R); AID 485270; inhibition, % at 6.6 µM; OX1R-expressing cells, FRET antagonist read-out; 330,000 compounds, 1.8% hits; O43613; in the data active = inhibition mostly above about 38%, no sharp cut-off; inactive = mostly below about 40%;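 also: 0% = agonist challenge alone and 100% = reference antagonist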
Active calls of the source: *; & = joins results of further samples.

SMILES	OX1R antag-1	OX1R antag-2
CCOc1ccc2[nH]c(=O)c(CN(CC3COCCO3)C(=O)C3CC3)cc2c1 (configuration not stated)	-13	10
CCC(C)(C)C1CCC2(CC1)NC(=S)N(c1ccccc1)N2 (configuration not stated)	-18	17
O=C(COC(=O)CC1CC2CCC1C2)Nc1ccc(F)cc1Cl (configuration not stated)	-20	3
N#Cc1cc2cc3c(cc2nc1N1CCOCC1)OCO3	2	13
COc1ccc(OC)c(C2=NOC(C(=O)NCCN3CCOCC3)C2)c1 (configuration not stated)	-17	17
CCC(=O)Nc1cccc(C2=NN(c3ccccc3)C(c3ccc(OC)cc3)C2)c1 (configuration not stated)	-18	10
Cc1cc(=O)oc(C)c1C(=O)N1CCN(C(c2ccccc2)c2ccccc2)CC1	-33	-3
CCC(C)N(C(=O)CSc1nnnn1-c1ccccc1OC)C1CCS(=O)(=O)C1 (configuration not stated)	-14	0
Cc1nn(C)c(C)c1NC(=O)c1ccc(Cl)cc1	-3	10
CC1CN(c2nc(-c3ccccc3)nc3ccccc23)CC(C)O1 (configuration not stated)	-46	5
CCNC(=O)C/C(C)=N/NC(=O)C(=O)Nc1ccc(CC)cc1	-2	30
NC(Cc1c[nH]c2ccccc12)C(=O)Nc1ccccc1 (configuration not stated)	0	13
O=C(O/N=C1\CCCc2ccccc21)C1CC1	-11	2
COc1ccccc1N1C(=NC(=O)C(C)Oc2ccccc2)SC2CS(=O)(=O)CC21 (configuration not stated)	-6	1
O=C(Cc1cccc2ccccc12)NNC(=O)c1cccs1	-6	28
Cc1cccc(N2CCN(C3CCCCC3NS(=O)(=O)c3ccccc3)CC2C)c1 (configuration not stated)	-34	34
Nc1nc(-c2ccc(Cl)cc2)cn1N	-17	9
CCCc1c(C(=O)Nc2ccc(C(F)(F)F)cc2)cnn1-c1ccccc1	-46	16
O=C(CN1C(=O)c2ccccc2C1=O)NCC(=O)OCC(=O)c1ccc(Cl)cc1	-11	11
CCOC(=O)N1CCN(C(=O)CCc2ccc(S(=O)(=O)NCCc3ccccc3)cc2)CC1	-13	-2
O=C(COC(=O)CCS(=O)(=O)c1ccccc1)Nc1ccc(N2CCCCC2)cc1	4	5
COc1ccc(N2CCN(S(=O)(=O)c3ccc(Cl)c(C(F)(F)F)c3)CC2)cc1	-1	5
COc1ccc(CCNCc2ccc(OCC(=O)N3CCCCC3)c(OC)c2)cc1OC	-23	8
CC1(c2ccccc2)CC(C)(C)N(C(=O)c2cc([N+](=O)[O-])cc([N+](=O)[O-])c2)c2ccccc21 (configuration not stated)	-27	7
CCn1c(SCC(=O)Nc2ccc(OC)cc2)nc2nc3c(cc2c1=O)CCCC3	-15	20
COCCN(C(=O)Cc1cccs1)c1nnc(-c2cccnc2)s1	-29	12
Fc1ccc(-c2csc(NC(=S)Nc3ccccc3)n2)cc1	-11	7
CCOC(=O)C1CCCN(C(=O)c2cc(Cl)ccc2NC(=O)C2=C(C)OCCS2)C1 (configuration not stated)	-24	29
COCC(C)NC(=O)c1oc2c(c1C)C1(CCC2)SCCS1 (configuration not stated)	-17	11
CC1(C)C2CCC1(C)C(OC(=O)CNc1ccccc1)C2 (configuration not stated)	-1	13
Cc1ccccc1NC(=O)COC(=O)c1c[nH]c(=O)[nH]c1=O	17	7
C=CCn1c(SCC(N)=O)nc(C)cc1=O	-6	-3
c1ccc2c(c1)ncn2Cc1nnc2sc(-c3ccc4c(c3)OCO4)nn12	-25	22
COc1cccc(C(=O)CN2C(=O)C(C)(C)Oc3ccc(C(=O)N4CCOCC4)cc32)c1	-30	19
CCC1CCCCN1CC(=O)c1c(C)[nH]c2ccc(OC)cc12 (configuration not stated)	-6	12
O=C(Cn1c(=O)c2cccn2c2ccccc21)NCCc1ccccc1	24	8
O=C(CSc1nc2ccccc2n1CC(=O)NCc1ccccc1)NCc1ccco1	-21	19
O=C(Nc1cccc(F)c1)c1cccc(S(=O)(=O)N2CCOCC2)c1	25	-3
CCOC(=O)C1(Cc2cccc(F)c2)CCN(C(=O)C2CCCO2)CC1 (configuration not stated)	-19	7
COc1ccc(C(=O)c2c(-c3ccc(OC)cc3)oc3ccc(-c4ccc(OC)nc4)cc23)cc1	-35	6
Cc1c(CN2CCCC(CO)(Cc3cccc(Cl)c3)C2)cnn1C (configuration not stated)	-28	8
CCN(CC)S(=O)(=O)c1cccc(NC(=O)C2SC(=Nc3ccc(C)cc3C)C(C(=O)NCC3CCCO3)=C2N)c1 (configuration not stated)	-21	-1
CCN(Cc1ccccc1)C(=O)COC(=O)c1cc(S(=O)(=O)Nc2c(C)n(C)n(-c3ccccc3)c2=O)ccc1C	20	81*
CCOc1ccc(NC(=O)C(CC(=O)O)Cc2ccc(Br)cc2)cc1 (configuration not stated)	-18	8
O=C1c2ccccc2NC(c2ccc(F)cc2)N1Cc1ccccc1 (configuration not stated)	-26	14
NC(=O)c1cn(-c2ccccc2)nc1-c1cc2ccccc2oc1=O	-30	13
Cc1ccc([N+](=O)[O-])cc1NC(=O)c1ccc(CSc2ccccc2)cc1	-7	26
COc1ccccc1NC(=O)NS(=O)(=O)c1ccc(C)cc1	-8	10
C=C(C)CNC(=O)C1CCC(=O)N(CCCc2ccccc2)C1 (configuration not stated)	-11	11
Cc1ccc(-c2nc3c(=O)n(-c4ccccc4)c4c(c(=O)n(C)c(=O)n4C)c3o2)cc1	-2	10
Next part.
SMILES	OX1R antag-1	OX1R antag-2
CCCC12CN3CCN(CC(C3)/C1=N\NC(=O)c1ccc(C(C)(C)C)cc1)C2	-22	1
CCCCOc1ccc(-c2nnc(N)s2)cc1	3	19
Cc1ccc(C(C)(O)CS(=O)(=O)Cc2ccccc2Cl)cc1 (configuration not stated)	-36	3
C[C@@H]1O[C@@H](OC[C@H]2O[C@@H](Oc3cc(O)c4c(=O)cc(-c5ccc(O)c(O)c5)oc4c3)[C@H](O)[C@@H](O)[C@@H]2O)[C@H](O)[C@H](O)[C@H]1O	-12	14
COc1ccc(-c2nnc(-c3ccc(C)cc3)o2)cc1	-43	-2
CCOC(=O)C1CCN(C(=O)C2CCN(S(=O)(=O)N3CCCC3)CC2)CC1	-8	3
CCN(CC(=O)Nc1ccc(NC(C)=O)cc1)C(=O)CSC(=S)N1CCCC1	-16	9
COc1ccc(CNC(=O)C2(CC3CC(c4ccccc4)=NO3)CCNCC2)cc1 (configuration not stated)	-35	10
COc1ccc(N(C)S(=O)(=O)c2ccc(Cl)c(C(=O)NCC(C)(C)N3CCOCC3)c2)cc1	0	5
COC(=O)Cn1cnc2c(C#N)c3n(c2c1=O)CCCCC3	-6	4

Reprinted at random: 2 compounds from above
SMILES	OX1R antag-1	OX1R antag-2
O=C(Cn1c(=O)c2cccn2c2ccccc21)NCCc1ccccc1	24	8
CC1(C)C2CCC1(C)C(OC(=O)CNc1ccccc1)C2 (configuration not stated)	-1	13

Further records.
SMILES	OX1R antag-1	OX1R antag-2
C#CCC(NC(=O)c1ccc(C#N)cc1)C(=O)NCCC (configuration not stated)	10	12
CCCCC(=O)NC1(C(F)(F)F)C(=O)N(CC(C)C)C2=C1C(=O)CC(C)(C)C2 (configuration not stated)	-2	9
CCCCn1c(SCC(=O)OC)nc2c1c(=O)n(C)c(=O)n2C	1	9
CC(C)N1CCC(=NNC(=O)c2ccccc2[N+](=O)[O-])CC1	-7	16
O=C(CSc1nccn(-c2cccc(F)c2)c1=O)Nc1ccc(Cl)cc1F	-8	9
O=C(NCCCN1CCCC1=O)c1cccc(S(=O)(=O)Nc2ccc(Br)cc2)c1	-30	12
Nc1ccc(C(=O)O)cc1	2&1&-6	16&8&5
O=C(c1ccccc1F)n1c2c(c3ccccc31)CCCC2	-35	5
O=C(NCc1ccccc1)c1cccnc1	5	22
O=C(NCc1cccc(Cl)c1)N1CCN(S(=O)(=O)c2ccccc2F)CC1	-10	15

Of the compounds above, seven contain two or more sulfur atoms:
SMILES	OX1R antag-1	OX1R antag-2
CCC(C)N(C(=O)CSc1nnnn1-c1ccccc1OC)C1CCS(=O)(=O)C1 (configuration not stated)	-14	0
COc1ccccc1N1C(=NC(=O)C(C)Oc2ccccc2)SC2CS(=O)(=O)CC21 (configuration not stated)	-6	1
COCCN(C(=O)Cc1cccs1)c1nnc(-c2cccnc2)s1	-29	12
Fc1ccc(-c2csc(NC(=S)Nc3ccccc3)n2)cc1	-11	7
COCC(C)NC(=O)c1oc2c(c1C)C1(CCC2)SCCS1 (configuration not stated)	-17	11
CCN(CC)S(=O)(=O)c1cccc(NC(=O)C2SC(=Nc3ccc(C)cc3C)C(C(=O)NCC3CCCO3)=C2N)c1 (configuration not stated)	-21	-1
CCN(CC(=O)Nc1ccc(NC(C)=O)cc1)C(=O)CSC(=S)N1CCCC1	-16	9

Additional compounds follow.
SMILES	OX1R antag-1	OX1R antag-2
C/C(=N/NC(=O)CNC(=O)c1ccncc1)c1ccco1	14	-3
O=C(Cc1csc(N2CCOCC2)n1)N/N=C/c1cccc(O)c1	15	14
CCc1cccc(NC(=O)C2CCN(S(=O)(=O)c3c(C)noc3C)CC2)c1	-22	5
CCN(CC)S(=O)(=O)c1ccc(NC(=O)c2ccc(OCC3CCCO3)cc2)cc1 (configuration not stated)	11	7
CN(C)c1ccccc1C(=O)N1CCCC(Nc2ccc(F)cc2)C1 (configuration not stated)	-18	12
CC1(C)C(C#N)=C(N)Oc2c1c(=O)oc1ccccc21	-6	27
O=C(NC(=S)Nc1ccc(CN2CCOCC2)cc1)c1ccco1	-29	-1
CSc1ccc(/C=C(/NC(=O)c2ccc(C)cc2)C(=O)Nc2cccc(C)c2)cc1	-13	25
O=C(NNc1ccc([N+](=O)[O-])cc1)c1ccco1	-7	14
COCCOc1nc2c(c(=O)n(C)c(=O)n2C)n1CCc1ccccc1	-28	10
CC(=O)N(CCCCN1C(=O)c2ccccc2C1=O)c1ccc(C)cc1	-13	34
COc1ccc(/C=N/NC(=O)CN(C2=NS(=O)(=O)c3ccccc32)c2ccccc2)cc1	-9	8
C=COCCNC(=O)C(=O)NCC(C)C	-10	20
O=C(NC(=S)Nc1nc2c(s1)CSc1ccccc1-2)c1ccccc1	5	11
Cc1ccc(CN2CCN(/N=C/c3ccc(C)s3)CC2)c(C)c1	-5	15
O=C(COc1ccccc1[N+](=O)[O-])NCC1(N2CCOCC2)CCCCC1	-10	10
CC(=O)c1ccccc1NC(=O)COC(=O)c1cc(C)oc1C	-27	11
CCN(CC)CCCOc1ccc(C)cc1Br	-26	10
Cc1sc(-c2ccncc2)nc1OC(=O)c1ccc(Cl)cc1	-33	34
O=C(CNC(=O)c1cc2c(n(-c3ccccc3)c1=O)CCCC2=O)c1ccccc1	-10	31

Marked active in OX1R antag-2, among the entries above:
SMILES	OX1R antag-1	OX1R antag-2
CCN(Cc1ccccc1)C(=O)COC(=O)c1cc(S(=O)(=O)Nc2c(C)n(C)n(-c3ccccc3)c2=O)ccc1C	20	81*

The list continues:
SMILES	OX1R antag-1	OX1R antag-2
CCCCN(CCCC)CCNC(=O)c1cn(CC)c2ccc(S(=O)(=O)N3CCCC3)cc2c1=O	-10	0
O=C(Cn1nc(-c2ccccc2)oc1=O)OCC(=O)c1ccc(F)c(F)c1	6	-7
CC(C)(CN=C1NS(=O)(=O)c2ccccc21)CNC(=O)c1ccccc1	-25	13
Cc1ccc(C2C(C#N)=C(N)OC3=C2C(=O)CC(C)(C)C3)s1 (configuration not stated)	-17	13
COc1ccc(NS(=O)(=O)c2cccc(C(=O)NCC(c3ccco3)N3CCCC3)c2)cc1 (configuration not stated)	-17	17
CCCCNC(=O)CCn1nc(-c2ccc(Cl)cc2)ccc1=O	-29	9
CC(=O)NS(=O)(=O)c1cccnc1Nc1ccc(Cl)cc1	0	9
CCOc1cc(/C=C2\CCC/C(=C\c3cc(Cl)c(O)c(OCC)c3)C2=O)cc(Cl)c1O	29	75*
CC(=O)NS(=O)(=O)c1ccc(N=c2ssc3c2-c2ccc(C)cc2NC3(C)C)cc1	-31	38
O=C(O)CC(SCC(=O)Nc1ccc(Cl)c(S(=O)(=O)N2CCOCC2)c1)C(=O)O (configuration not stated)	3	15
CCOc1cccc2sc(N(CCCN(C)C)C(=O)Cc3ccccc3)nc12	-18	10
Cc1cc(C(F)(F)F)n2nc(-c3cnn(C)c3C(F)(F)F)c(Cl)c2n1	-16	9
O=C(CSc1nc2ccccc2[nH]1)Nc1c(F)cccc1F	-4	14
CCN(CC(=O)Nc1c(F)cccc1F)C(=O)c1ccc(Cl)c(S(=O)(=O)N2CCCCC2)c1	-5	20
COc1cc2cc(CCCOC(=O)c3cc(OC)c(OC)c(OC)c3)oc(=O)c2cc1OC	-33	20
CSc1ccc(C2c3[nH]c4ccccc4c3CCN2C(=O)c2ccnn2C)cc1 (configuration not stated)	-24	19
COc1cc(NC(=O)c2c(Cl)cnn2C)c(OC)cc1Cl	-32	23
Nc1nc(SCC(=O)Nc2cc(Cl)c(Cl)cc2Cl)n[nH]1	-14	4
COc1cccc(C(=O)N2c3cc(C)ccc3OCC2C(C)(C)C)c1 (configuration not stated)	-33	1

5 of the compounds above, with values under each structure.
Values run as follows: OX1R antag-1	OX1R antag-2
Cc1cc(C(F)(F)F)n2nc(-c3cnn(C)c3C(F)(F)F)c(Cl)c2n1
→ -16	9
Nc1nc(SCC(=O)Nc2cc(Cl)c(Cl)cc2Cl)n[nH]1
→ -14	4
CCN(CC(=O)Nc1c(F)cccc1F)C(=O)c1ccc(Cl)c(S(=O)(=O)N2CCCCC2)c1
→ -5	20
COc1cccc(C(=O)N2c3cc(C)ccc3OCC2C(C)(C)C)c1 (configuration not stated)
→ -33	1
COc1cc(NC(=O)c2c(Cl)cnn2C)c(OC)cc1Cl
→ -32	23

Hits appear at their usual frequency. About 2% of those tested had a hit in this group.
